# Bioassay records: PubChem, NCI
# All columns: NCI-60 one-dose screen, growth in % after 48 h at 10 µM unless noted; 100 = growth as untreated, 0 = no growth, -100 = all killed.
# TK-10 = TK-10 renal cancer cells; 81,000 tested, 3.9% active; AID 1794769; active = growth percent below 10
# * marks the source's active call; other numbers are inactive results; & = joins results of further samples; ! = a repeat was not active; [ ] = another dose, or the depositor's remark. Not all compounds are listed, so the mix of outcomes need not match the whole.
SMILES,TK-10
C/C=C(/C)C(=O)O[C@H]1CCN2CC=C(COC(=O)[C@@](O)([C@H](C)OC)C(C)(C)O)[C@H]12,90&70[100 µM]
O=C(O)CN1C(=O)CN=C(c2cccc(O)c2)c2ccc(Cl)cc21,112[30 µM]
CCOC(=O)c1c(SC)nc(-c2ccc(Cl)cc2)sc1=N,6.6*![100 µM]
C[C@H]1CC[C@@]2(NC1)O[C@H]1C[C@H]3[C@@H]4CC[C@H]5C[C@@H](O)CC[C@]5(C)[C@H]4CC[C@]3(C)[C@H]1[C@@H]2C,-60*![100 µM]
C/C=C1\CN2CCC34c5ccccc5N(C)C35OCC4(C(=O)OC)C1CC25 (stereo not given),14&81[100 µM]
[Cl][Cd][Cl],112&103[500 µM]
COc1cc2c(cc1O)C1Cc3ccc(OC)c(O)c3C[N+]1(C)CC2 (stereo not given),81&130[100 µM]
NC(=O)CCC1N=C(c2ccc(O)cc2)c2cc(Cl)ccc2N(CC(N)=O)C1=O (stereo not given),119[30 µM]
CCCCN1C(=O)C(CO)N=C(c2cccc(O)c2)c2ccccc21 (stereo not given),112[30 µM]
N#CCN1C(=O)CN=C(c2cccc(O)c2)c2ccc(Cl)cc21,110[30 µM]

# Fetched by compound from the list above:
SMILES,TK-10
COc1cc2c(cc1O)C1Cc3ccc(OC)c(O)c3C[N+]1(C)CC2 (stereo not given),81&130[100 µM]
N#CCN1C(=O)CN=C(c2cccc(O)c2)c2ccc(Cl)cc21,110[30 µM]
NC(=O)CCC1N=C(c2ccc(O)cc2)c2cc(Cl)ccc2N(CC(N)=O)C1=O (stereo not given),119[30 µM]
C/C=C(/C)C(=O)O[C@H]1CCN2CC=C(COC(=O)[C@@](O)([C@H](C)OC)C(C)(C)O)[C@H]12,90&70[100 µM]
CCCCN1C(=O)C(CO)N=C(c2cccc(O)c2)c2ccccc21 (stereo not given),112[30 µM]
